Myeloid diff 2 = myeloid differentiation induction; ER-HoxA9 myeloid progenitors, lysozyme-GFP differentiation, flow cytometry; calls only at 10 µM; actives 1% (n = 360,000); AID 624256;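 active = normalized GFP-positive differentiation at or above the plate's own cutoff, the solvent-only control mean plus 3 SD; inconclusive = no clear call, values can overlap the other calls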;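 note: cells exposed to compound for four days before flow analysis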
Myeloid diff 2 GFP+ MAC1+ % = second read-out of Myeloid diff 2, no call of its own (marks repeat the call); GFP+ MAC1+ double positive, %; measured here: differentiation confirmed by MAC1 staining
* hit, by the source's call; i = inactive; ? = inconclusive; . = no result given; + = active, no number. Only part of the results is shown; rates above refer to the full screens.

smiles	Myeloid diff 2	Myeloid diff 2 GFP+ MAC1+ %
COc1ccc(C(C#N)CC(=O)c2ccc3c(c2)OCO3)cc1OC (centres undefined)	i	1.1
COc1cccc(C(O)c2nc(/C=C/c3ccccc3)cs2)c1 (centres undefined)	i	1.8
CN1CCC(N2CCN(C3CN(CCc4ccccc4)S(=O)(=O)C3)CC2)CC1 (centres undefined)	i	1.5
CC(C)CC1NC(=O)c2cccnc2-n2c1nc1ccccc1c2=O (centres undefined)	i	1.0
O=C(c1ccccc1)c1cccc2ccccc12	i	0.6
CC(=O)Nc1ccc(-c2ccnc3c2CC(C)(C(=O)NCCC(F)(F)F)O3)cc1 (centres undefined)	i	1.0
COc1ccc(Cc2nc3ccc(C(=O)N4CCCCC4CO)cc3o2)cc1OC (centres undefined)	i	1.4
CC1(C)C(=O)Nc2ccccc2N1C(=O)COC(=O)c1ccc(NC(N)=O)cc1	i	0.7
Clc1ccccc1-c1cnc2sc(NCc3ccc4c(c3)OCO4)nn12	i	0.3
Cc1ccncc1CNC(=O)c1ccccc1	i	1.0
CS(=O)(=O)c1ccc(Cl)c(NC(=O)CSc2nnc3n2CCCCC3)c1	?	.
NC(CSC(c1ccccc1)(c1ccccc1)c1ccc(-c2ccccc2)cc1)C(=O)O (centres undefined)	i	0.2
O=C(O)C1CCN(Cc2oc(CO)cc(=O)c2O)C1 (centres undefined)	?	.
COc1ccc(C(c2nnnn2C(C)(C)C)N2CCN(C/C=C/c3ccccc3)CC2)cc1 (centres undefined)	i	0.5
CC(C)(C)Cc1c(-c2ccc(Cl)cc2)nc2ccc(Br)cn12	i	1.1

The list goes on, starting with the last 2 of the part before.
smiles	Myeloid diff 2	Myeloid diff 2 GFP+ MAC1+ %
COc1ccc(C(c2nnnn2C(C)(C)C)N2CCN(C/C=C/c3ccccc3)CC2)cc1 (centres undefined)	i	0.5
CC(C)(C)Cc1c(-c2ccc(Cl)cc2)nc2ccc(Br)cn12	i	1.1
CC[C@]12c3[nH]c4ccc(Cl)cc4c3CCN1C(=O)[C@@H](CC(=O)NCc1ccco1)C[C@@H]2C(=O)N1CCN(C(=O)c2ccco2)CC1	i	0.8
CN(c1ccccc1)S(=O)(=O)c1cc(C(=O)NCc2ccco2)ccc1Cl	i	1.5
C[C@H]1CN([C@@H](C)CO)C(=O)CCCn2nncc2CO[C@@H]1CN(C)C(=O)Nc1cccc2ccccc12	i	1.7
O=C(Nc1ccccc1Cl)c1ccccc1CC(O)(c1ccccc1)c1ccccc1	i	0.1
COc1cccc(S(=O)(=O)N(C)C[C@H]2Oc3ncc(Br)cc3C(=O)N([C@@H](C)CO)C[C@@H]2C)c1	i	0.6
CCOC(=O)C1=CC[C@@H](c2ccccc2)N(S(=O)(=O)c2ccc(C)cc2)[C@H]1c1ccccc1C	i	0.7
CC(NC(=O)c1ccccc1)C(=O)Nc1ccccc1 (centres undefined)	i	1.5
CC1Oc2ccc(C#N)cc2N(Cc2ccc(F)cc2)C1=O (centres undefined)	i	0.6
CC(C)(C)c1ccc(CC(=O)N2CCC2(C)C(=O)NS(=O)(=O)c2ccccc2C(F)(F)F)cc1 (centres undefined)	i	0.6
Oc1ccc(C[C@H]2CNC(=S)N2CC2CCCN2C[C@H](Cc2ccc(O)cc2)N2C[C@H](Cc3ccccc3)N(CC3CCCCC3)C2=S)cc1 (some centres undefined)	i	0.0
CSc1ccc(CN2CCC2(C)C(=O)Nc2ccc3c(c2)OCO3)cc1 (centres undefined)	i	1.2
CCCCNC(=O)C(C)N(CCN(C)C)C(=O)CCCN1C(=O)NC(c2ccc([N+](=O)[O-])cc2)C(C(=O)OCc2ccccc2)=C1C (centres undefined)	+	1.3*
Cc1ccc2c(CSc3nc4ccccc4c(=O)n3CCCO)cc(=O)oc2c1	i	0.4
COCCN1C[C@@H](CO)O[C@@H](n2cnc3c(NCCN(C)C)ncnc32)C1	i	0.9
COCCN(Cc1ccc(C)cc1)C(=O)[C@H]1O[C@@H](n2ccc(N)nc2=O)[C@H](O)[C@@H]1O	i	0.0
COc1ccc([N+](=O)[O-])c(C=CC(=O)c2ccccn2)c1	?	.
CCOC(=O)[C@]12CCC=C1N(Cc1cccc3ccccc13)C(=O)[C@H](CC(=O)NCc1cccc3ccccc13)C2	i	0.5
CN1C[C@@H]2[C@@H]3C(=O)N(Cc4ccccc4)C(=O)[C@@H]3[C@](C)(C1=O)N2C(=O)c1ccc(Br)cc1	i	2.1
O=C(Cc1cccs1)N[C@@H]1c2ccccc2CC[C@H]1OCc1ccccc1	i	0.4
O[C@@H]1CN(CC2CCCCC2)[C@@H](c2ccccc2)C[C@H]1n1cc(-c2ccc(F)cc2)nn1	i	1.2
CC(C)CN1Cc2ccccc2Oc2cc(Br)ccc2S1(=O)=O	i	1.0
Cc1cccnc1C1=NOC(Cc2ccccc2)C(=O)N1Cc1ccc2c(c1)OCO2 (centres undefined)	i	4.0
OC(c1ccc(Cl)c(Cl)c1)c1ncc(-c2ccccc2Cl)[nH]1 (centres undefined)	i	0.8
CC(C)=CCC[C@H](C)C[C@@H]1Cc2[nH][nH]c(=O)c2[C@H](c2ccc(F)cc2)O1	i	1.0
O=C(Nc1ccccc1)Nc1nnc([C@H]2C[C@H](O)[C@@H](CO)O2)s1	i	0.8
Cc1ccc2c(C)c(C)c(=O)n(C)c2c1	i	0.7
C#CCNC(=O)C[C@@H]1C[C@@]2(C(=O)OCC)CCCC=C2N(Cc2ccc3c(c2)OCO3)C1=O	i	0.4
COc1ccc(C(O)c2nc(-c3cnc4ccccc4c3)cs2)cc1 (centres undefined)	i	1.3
C=Cc1ccc(Cn2c(C)c(C(=O)NCc3ccc(Cl)c(Cl)c3)sc2=O)cc1	i	2.7
CC1(C(=O)Nc2ccc3c(c2)OCCO3)CCN1C(=O)c1cccc(F)c1 (centres undefined)	i	1.1

The list goes on:
canonical_smiles	Myeloid diff 2	Myeloid diff 2 GFP+ MAC1+ %
COC(=O)[C@@]1(Cc2ccccc2)[C@H]2C(=O)N(C)C(=O)[C@H]2[C@H]2CN=C(SCC(=O)c3ccccc3)N21	i	0.3
CC1(C(=O)NS(=O)(=O)c2cccc(C#N)c2)CCN1C(=O)c1ccccc1CCc1ccccc1 (centres undefined)	i	1.4
COc1ccccc1NS(=O)(=O)c1cccc(C(=O)N/N=C/c2ccc([N+](=O)[O-])o2)c1	i	2.3
C#CCOCCOCCOCCNc1nc(N2CCN(C(=O)Cn3cc(CCO)nn3)CC2)nc(N2CCN(C(=O)[C@H](CCCCN)n3cc(CC(C)O)nn3)CC2)n1 (some centres undefined)	i	1.1
CC1(C(=O)NS(=O)(=O)c2ccc(Cl)cc2)CCN1C(=O)C1(c2ccccc2)CCCC1 (centres undefined)	i	0.4
CCOC(=O)C1=CN(Cc2ccco2)S(=O)(=O)N(C)C1c1ccc2ccccc2c1 (centres undefined)	i	1.0
N#Cc1nc2ccccc2n1OCc1ccccc1	i	0.6
O=C(NCC1CCCCC1)c1ccc2sc([C@H]3C[C@H](O)[C@@H](CO)O3)nc2c1	i	1.8
COc1ccc(-c2noc(CCC(=O)N3CCN(c4cccc(C)c4C)CC3)n2)cc1	i	0.8
CN(C)c1ccc(CNC(=O)C2Cc3c(-c4ccccc4Oc4ccccc4)ccnc3O2)cc1 (centres undefined)	i	0.7
CCOC(=O)c1c(N/C=C(\C#N)c2nc(-c3ccc(OC(C)=O)cc3)cs2)sc2c1CCC2	i	1.8
OCC1OCOC2C(CO)OCOC12 (centres undefined)	i	3.8
Cc1ccc2c(c1C)C(=O)C(=O)N2	i	1.2
CCCNC(=O)c1cc(C2CCCCN2C(=O)c2ccc3c(c2)CCO3)on1 (centres undefined)	i	1.8
O=C(Nc1ccc2c(c1)OCCO2)C1c2ccccc2OCC(=O)N1Cc1ccccn1 (centres undefined)	i	1.3
Nc1ccccc1SC(CC(=O)c1ccccc1)c1cccc([N+](=O)[O-])c1 (centres undefined)	i	0.7
Cn1cc([C@]2(O)C(=O)Nc3ccc(F)cc32)c2ccccc21	i	1.5
CC(C)(C)c1ccc(CC(=O)N2CCC2(C)C(=O)NS(=O)(=O)c2ccccc2)cc1 (centres undefined)	i	0.7
COc1cc(C(=O)NNC(=O)COc2ccc(Br)cc2)ccc1OCC(=O)N1CCOCC1	i	0.2
CC(C)(C)c1ccc(S(=O)(=O)NC(=O)C2(C)CCN2C(=O)CC2CC2)cc1 (centres undefined)	i	1.4
COC(=O)[C@@]12C[C@@H](CC(=O)NCCc3ccccc3OC)C(=O)N(Cc3ccc4c(c3)OCO4)C1=CCC(C)(C)C2	i	4.8
CCCCCCCCCCCCCCCC(=O)Nc1ccn(C2OC(CO)C(O)C2O)c(=O)n1 (centres undefined)	?	.
Cc1ccc(NC(=O)c2nc[nH]c2C(=O)Nc2ccccc2F)cc1	i	1.0
C/C(=N\NC(=O)c1nnn(-c2nonc2N)c1CSc1ccc(C)cc1)c1cccs1	i	0.7

For reference, some entries already given.
canonical_smiles	Myeloid diff 2	Myeloid diff 2 GFP+ MAC1+ %
COC(=O)[C@@]12C[C@@H](CC(=O)NCCc3ccccc3OC)C(=O)N(Cc3ccc4c(c3)OCO4)C1=CCC(C)(C)C2	i	4.8
CCCCCCCCCCCCCCCC(=O)Nc1ccn(C2OC(CO)C(O)C2O)c(=O)n1 (centres undefined)	?	.
Cc1ccc(NC(=O)c2nc[nH]c2C(=O)Nc2ccccc2F)cc1	i	1.0
C/C(=N\NC(=O)c1nnn(-c2nonc2N)c1CSc1ccc(C)cc1)c1cccs1	i	0.7

New compounds follow.
canonical_smiles	Myeloid diff 2	Myeloid diff 2 GFP+ MAC1+ %
CC[C@]12C(=O)N(C)C[C@H]([C@@H]3C(=O)N(C)C(=O)[C@@H]31)N2C(=O)c1ccc(C(C)(C)C)cc1	i	1.5
Cc1cc(O)cc2c1C1CCC3(C)C(=O)CCC3C1C=C2 (centres undefined)	i	1.9
C[C@H]1CN([C@@H](C)CO)C(=O)CCCn2cc(nn2)CO[C@@H]1CN(C)C(=O)Nc1cccc2ccccc12	i	1.2
C=CC[C@H]1C=C[C@@H](C(C(=O)OC)C(=O)OC)CN1C(C)=O	i	0.4
O=C1NC[C@H](CC2CCCCC2)N(CCc2cc(C(F)(F)F)cc(C(F)(F)F)c2)C1=O	i	0.7
O=C(COc1ccccc1Cl)Nc1ccc2[nH]c(=O)[nH]c2c1	i	0.7
CCc1nc2ccc(C(=O)NCc3ccccc3OC)cn2c1N(CC)CCN(C)C	i	0.6
CC(=O)NCCNc1nc2cc(-c3cc(F)ccc3C)sc2c(=O)n1C	i	1.1
CCc1ccccc1NC(=O)CSc1nc2cc(C(=O)NCC3CCCO3)ccc2c(=O)n1CC1CCCO1 (centres undefined)	i	1.4
CSC[C@H]1CN(Cc2ccccc2)C(=O)[C@@H]1CC(=O)Nc1ccccc1	i	0.3
OC[C@@H]1CN(Cc2ccco2)C[C@H](n2cnc3c(NC4CCC4)ncnc32)O1	i	0.8
COc1cccc(/C=C/C(=O)N2CCN(S(=O)(=O)c3ccccc3)CC2)c1	i	1.0

3 entries from above, reformatted:
The line under a structure holds: Myeloid diff 2, Myeloid diff 2 GFP+ MAC1+ %
CCc1ccccc1NC(=O)CSc1nc2cc(C(=O)NCC3CCCO3)ccc2c(=O)n1CC1CCCO1 (centres undefined)
    i, 1.4
CSC[C@H]1CN(Cc2ccccc2)C(=O)[C@@H]1CC(=O)Nc1ccccc1
    i, 0.3
OC[C@@H]1CN(Cc2ccco2)C[C@H](n2cnc3c(NC4CCC4)ncnc32)O1
    i, 0.8

Following part
canonical_smiles	Myeloid diff 2	Myeloid diff 2 GFP+ MAC1+ %
Cc1cc2oc(=O)cc(-c3ccccc3)c2c(C)c1-c1ccc(N(C)C)cc1	i	4.1
CCC(C)n1c(SCC(=O)NC2CC2)nc2ccccc2c1=O (centres undefined)	i	0.8
Cc1ccccc1NC(=O)CN1CCN(c2ccc(F)cc2)CC1	i	0.6
Cc1ccc(NS(=O)(=O)c2ccc(-c3coc(C)n3)cc2)c(Cl)c1	i	1.0
O=Nc1nc2ncccn2c1-c1ccccc1	i	0.8
Cc1cccn2c(=O)c3cc(C(=O)NCc4ccccc4)c(=N)n(CCCN4CCOCC4)c3nc12	i	0.1
C#CCN(C[C@H]1[C@H](OC(=O)NCc2ccccc2)[C@H](OC(=O)NCc2ccccc2)C[C@@H](C(=O)OC)[C@H]1C(=O)OC)S(=O)(=O)c1ccc(C)cc1	i	3.3
C#CCNC(=O)C[C@@H]1C[C@@]2(C(=O)OC)CC(C)(C)CC=C2N(CCc2ccc(OC)c(OC)c2)C1=O	i	1.0
COP(=O)(OC)C(Nc1ccc(C)cc1)c1ccc(Br)cc1 (centres undefined)	i	0.7
CCOc1nc(OCC)c2[nH]c(C(=O)O)c(Br)c2n1	i	1.3
COc1ccc(CN2CCN(Cc3c[nH]c4ccccc34)CC2)cc1OC	i	1.1
CCOC(=O)c1c(NC(=O)CN2CCN(S(=O)(=O)c3cc(Cl)ccc3Cl)CC2)sc(C(=O)N(C)C)c1C	i	1.3
Cc1cc(Br)cn2c(Cc3cccc(F)c3)c(-c3ccccc3)nc12	i	0.8
O=C(O)C1CCC(C(=O)O)SS1 (centres undefined)	i	0.4
CCNc1ncnc2c1cnn2C1CCCO1 (centres undefined)	i	0.8
NC(c1csc(NC(=O)Nc2cccc(Cl)c2)n1)C1CCCCC1 (centres undefined)	i	0.7
CC(C)C[C@@H]1O[C@H](CCc2ccccc2)Cc2[nH][nH]c(=O)c21	i	0.6
CC(C)[C@@H](N)C(=O)NC[C@H]1O[C@@H](n2cnc3c(=O)[nH]c(N)nc32)[C@H](O)[C@@H]1O	i	2.3
COC(=O)C[C@@H]1C=C[C@@H](NC(=O)c2ccccc2F)[C@@H](CO)O1	i	4.8

High-throughput results from PubChem BioAssay.
